High-throughput results deposited in PubChem BioAssay by The Scripps Research Institute Molecular Screening Center.
LYPLA2 inh: blocks human lysophospholipase 2, a PME1 counter-screen; O95372; recombinant LYPLA2, FP-Rh probe fluorescence polarization; inhibition, % at 5.9 µM; hit rate 0.38% among 320,000; AID 2177;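 active = inhibition above the screen-wide mean plus 3 SD, limit set per campaign, cut at about 26% in these data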;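 also: 0% = LYPLA2 with DMSO and 100% = wells lacking LYPLA2 enzyme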
PAD4 inh: PAD4 (human) enzyme inhibition | inhibition, % at 6.36 µM | recombinant PAD4, RCA probe fluorescence polarization | hit rate 0.41% among 330,000 | Q9UM07;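 active = percent inhibition above a cutoff equal to the mean of all tested compounds plus 3 SD, cut at about 15% in these data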;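 also: 0% = PAD4 with RCA probe and DMSO and 100% = probe without PAD4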
LYPLA1 counter: LYPLA1 (human) inhibition in PME1 counter-screen; recombinant LYPLA1, FP-Rh probe fluorescence polarization; inhibition, % at 5.9 µM; hit rate 0.16% among 320,000; AID 2174;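 active = inhibition above the mean of all tested compounds plus 3 SD, set per campaign, cut at about 14% in these data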;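 also: inhibitors block serine hydrolase probe labeling of LYPLA1 so polarization falls; 0% = enzyme with DMSO and 100% = wells lacking LYPLA1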
pPAFAH inh: inhibitors of human plasma PAF acetylhydrolase (pPAFAH) | Q13093 | recombinant pPAFAH, FP-rhodamine probe fluorescence polarization | inhibition, % at 3.39 µM | hit rate 1.5% among 330,000;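 active = inhibition above the mean inhibition across the screen plus 3 SD, cut at about 25% in these data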;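 also: inhibitors block binding of the rhodamine activity-based probe so polarization drops; 0% = enzyme with DMSO and 100% = wells lacking pPAFAH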
GSTO1 inh: counter-screen for RBBP9 inhibitors: inhibitors of human GSTO1 | recombinant GSTO1, activity-based probe fluorescence polarization | AID 1974 | inhibition, % at 5.96 µM | hit rate 1.1% among 300,000;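 active = inhibition above the campaign mean inhibition plus 3 SD, cut at about 35% in these data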;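 also: 0% = GSTO1-1 with DMSO and 100% = wells lacking GSTO1-1 enzyme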
PREPL inhibitor: human PREPL enzyme inhibition. recombinant PREPL, fluorescence polarization activity-based probe. hit rate 0.68% among 320,000. inhibition, % at 5.96 µM. Q4J6C6; in the data active = inhibition above about 43%;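 also: 0% = enzyme with DMSO and 100% = wells lacking enzyme; many of its hits are not listed in these tables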
PAFAH1B2 inh: PAFAH1B2 (human) inhibition. AID 492953. P68402. hit rate 1.2% among 340,000. inhibition, % at 3.39 µM. recombinant PAFAH1B2, FP-rhodamine activity probe, fluorescence polarization;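 active = inhibition above the mean of all tested compounds plus 3 SD, cut at about 24% in these data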;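 also: 0% = enzyme with DMSO and 100% = wells lacking PAFAH1B2; many of its hits are not listed in these tables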
Target sequence (P68402 whole entry, looked up): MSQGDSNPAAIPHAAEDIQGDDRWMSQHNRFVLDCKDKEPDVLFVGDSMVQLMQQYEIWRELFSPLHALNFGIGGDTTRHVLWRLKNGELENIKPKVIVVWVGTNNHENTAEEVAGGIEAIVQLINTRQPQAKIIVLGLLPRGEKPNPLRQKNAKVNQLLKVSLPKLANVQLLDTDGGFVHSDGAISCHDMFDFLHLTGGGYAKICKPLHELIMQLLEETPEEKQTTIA
PAFAH1B3 inh: inhibitors of human PAFAH1B3; Q15102; recombinant PAFAH1B3, FP-rhodamine probe, fluorescence polarization; inhibition, % at 3.39 µM; hit rate 0.28% among 340,000;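 active = inhibition above the screen-wide average of all tested compounds plus 3 SD, cut at about 25% in these data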;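 also: 0% = enzyme with DMSO only and 100% = wells lacking PAFAH1B3 protein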
Target sequence (Q15102 whole entry, looked up): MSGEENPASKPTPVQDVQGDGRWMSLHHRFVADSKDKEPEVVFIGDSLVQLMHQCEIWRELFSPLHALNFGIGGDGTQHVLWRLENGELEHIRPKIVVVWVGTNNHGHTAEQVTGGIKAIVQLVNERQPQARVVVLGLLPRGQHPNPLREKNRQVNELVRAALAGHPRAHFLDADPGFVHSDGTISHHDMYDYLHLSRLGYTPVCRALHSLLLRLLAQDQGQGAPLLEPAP
PME-1 inh: PME-1 (human) inhibition | hit rate 0.53% among 320,000 | Q9Y570 | inhibition, % at 5.9 µM | recombinant PME-1, FP-Rh probe fluorescence polarization;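 active = inhibition above the campaign mean of all compounds plus 3 SD, cut at about 26% in these data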;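 also: competitive labeling of PME-1 active site by serine hydrolase directed probe; 0% = PME-1 with DMSO and 100% = wells lacking PME-1 enzyme; inhibitors block probe labeling so polarization falls and inhibition rises; many of its hits are not listed in these tables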
Target sequence (Q9Y570 whole entry, looked up): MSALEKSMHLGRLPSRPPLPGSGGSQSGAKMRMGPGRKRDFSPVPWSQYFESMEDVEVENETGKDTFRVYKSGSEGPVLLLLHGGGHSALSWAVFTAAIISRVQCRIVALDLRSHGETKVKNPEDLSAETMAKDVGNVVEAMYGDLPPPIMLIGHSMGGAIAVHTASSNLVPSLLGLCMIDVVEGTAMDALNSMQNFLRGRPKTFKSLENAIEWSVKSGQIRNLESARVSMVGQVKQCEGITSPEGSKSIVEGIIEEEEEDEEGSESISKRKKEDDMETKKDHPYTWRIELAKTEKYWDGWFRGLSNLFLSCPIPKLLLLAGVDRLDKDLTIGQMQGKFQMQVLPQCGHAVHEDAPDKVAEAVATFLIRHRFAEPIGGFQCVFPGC
* marks the source's active call; other numbers are inactive results; / = not tested or not shown.

SMILES	LYPLA2 inh	PAD4 inh	LYPLA1 counter	pPAFAH inh	GSTO1 inh	PREPL inhibitor	PAFAH1B2 inh	PAFAH1B3 inh	PME-1 inh
Cc1ccc(C(=O)NNC(=O)c2ccc(SCC3CCCO3)c([N+](=O)[O-])c2)cc1 (centres undefined)	1	2	-1	12	-6	12	2	4	1
CCn1c(CSc2nc3ccccc3[nH]2)nc2cc(C(=O)O)ccc21	24	32*	20*	14	12	15	18	11	19
Cn1c(=O)c2c(nc(NCCc3ccccc3)n2Cc2ccc(F)cc2)n(C)c1=O	-4	-2	-4	2	3	28	6	2	2
O=C(N/N=C1\CCCc2ccccc21)c1cccc([N+](=O)[O-])c1	6	-1	0	3	-7	20	2	9	-1
Cc1nnc(NC(=O)C(C)Sc2nnc(-c3ccco3)n2C(C)C)s1 (centres undefined)	3	5	-1	0	3	7	1	-1	4
Cc1cccc(N2CCN(C(=S)c3ccc([N+](=O)[O-])cc3)CC2)c1	5	3	1	3	4	16	0	5	-4
O=C(Oc1ccnc2cc(Cl)ccc12)N1CCCCCC1	14	5	2	7	-10	9	1	-4	1
COC(=O)c1ccc(NC(=S)N2CCN(C)CC2)cc1	8	-3	9	3	6	-2	-2	0	-1
COc1ccc([C@H]2CC(=O)C=C(c3ccc(C)cc3)C2)cc1	16	0	-1	-2	/	1	3	0	6
Cc1ccc(-c2csc(NC(=O)CCNC(=O)c3ccco3)n2)cc1	-1	-5	-3	3	2	-43	-3	-1	0
COc1ccc2[nH]c3c(=O)n(Cc4ccc(C(=O)N5CCC(C(N)=O)CC5)cc4)c(=S)[nH]c3c2c1	4	0	1	12	9	11	5	11	11
Cc1ccc(C)c2[nH]c(=O)c(CCNC(=O)Cc3cccs3)cc12	2	4	-1	2	7	2	7	3	3
O=C(CNC(=O)c1ccc2c(c1)OCO2)Nc1cccc(Br)c1	-1	0	-3	1	/	5	4	5	0
CCOC(=O)N1CCN(C(=O)C2CCCN(c3ncnc4c3nc3n4CCCCC3)C2)CC1 (centres undefined)	4	7	1	4	4	0	0	0	-1
COc1cc(S(=O)(=O)Nc2ccccc2)ccc1NC=O	2	3	0	16	5	13	2	5	2
CCC(=O)NC(=S)Nc1ccc(NC(=O)c2ccccc2[N+](=O)[O-])cc1	14	-5	0	3	-5	-2	4	4	-1
CCOC(=O)c1cccc(N2C(=O)Nc3ccccc3N2O)c1	2	-4	0	0	0	-9	2	-4	-1
Nc1nonc1-n1nnc(C(=O)N/N=C/c2ccc(OCc3ccccc3)cc2)c1CN1CCCCC1	-73	-1	-41	0	-4	6	-1	-7	-35
CCc1nnc(NC(=O)C2CCN(c3nccc(C)n3)CC2)s1	4	-1	-2	3	3	6	2	8	1
Cc1ccc(-c2noc(/C=C/c3ccccc3)n2)cc1	1	-2	-5	1	1	-1	-1	-3	-9
Cc1cccc(C(=O)NCC(=O)OCC(=O)N2CCN(S(=O)(=O)c3ccc(C)cc3C)CC2)c1	-6	3	-1	0	/	14	2	-1	5
CCN(C(=O)CN1CCN(c2ccccc2OC)CC1)c1c(N)n(Cc2ccccc2)c(=O)[nH]c1=O	1	4	3	-5	5	8	7	6	-1
Cc1ccc(S(=O)(=O)N2CCN(C(=O)CN3C(=O)NC4(CCOc5ccccc54)C3=O)CC2)cc1 (centres undefined)	-6	3	1	3	-1	-4	8	3	2
COCc1ccc(-c2c(-c3ccsc3)sc3ccccc23)cc1	-2	-3	-2	25*	/	-6	-1	12	-4
COc1ccccc1Nc1nc(NCCO)nc(N)c1[N+](=O)[O-]	4	1	2	9	-12	23	/	/	0

Among those listed so far, 3 have an aryl thioether with sulfur outside any ring.
SMILES	LYPLA2 inh	PAD4 inh	LYPLA1 counter	pPAFAH inh	GSTO1 inh	PREPL inhibitor	PAFAH1B2 inh	PAFAH1B3 inh	PME-1 inh
Cc1ccc(C(=O)NNC(=O)c2ccc(SCC3CCCO3)c([N+](=O)[O-])c2)cc1 (centres undefined)	1	2	-1	12	-6	12	2	4	1
CCn1c(CSc2nc3ccccc3[nH]2)nc2cc(C(=O)O)ccc21	24	32*	20*	14	12	15	18	11	19
Cc1nnc(NC(=O)C(C)Sc2nnc(-c3ccco3)n2C(C)C)s1 (centres undefined)	3	5	-1	0	3	7	1	-1	4

6 entries from above, reformatted:
Structure | LYPLA2 inh | PAD4 inh | LYPLA1 counter | pPAFAH inh | GSTO1 inh | PREPL inhibitor | PAFAH1B2 inh | PAFAH1B3 inh | PME-1 inh
Cc1ccc(-c2csc(NC(=O)CCNC(=O)c3ccco3)n2)cc1 | -1 | -5 | -3 | 3 | 2 | -43 | -3 | -1 | 0
COc1ccc2[nH]c3c(=O)n(Cc4ccc(C(=O)N5CCC(C(N)=O)CC5)cc4)c(=S)[nH]c3c2c1 | 4 | 0 | 1 | 12 | 9 | 11 | 5 | 11 | 11
Cc1ccc(C)c2[nH]c(=O)c(CCNC(=O)Cc3cccs3)cc12 | 2 | 4 | -1 | 2 | 7 | 2 | 7 | 3 | 3
O=C(CNC(=O)c1ccc2c(c1)OCO2)Nc1cccc(Br)c1 | -1 | 0 | -3 | 1 | / | 5 | 4 | 5 | 0
CCOC(=O)N1CCN(C(=O)C2CCCN(c3ncnc4c3nc3n4CCCCC3)C2)CC1 (centres undefined) | 4 | 7 | 1 | 4 | 4 | 0 | 0 | 0 | -1
COc1cc(S(=O)(=O)Nc2ccccc2)ccc1NC=O | 2 | 3 | 0 | 16 | 5 | 13 | 2 | 5 | 2

Next section:
SMILES	LYPLA2 inh	PAD4 inh	LYPLA1 counter	pPAFAH inh	GSTO1 inh	PREPL inhibitor	PAFAH1B2 inh	PAFAH1B3 inh	PME-1 inh
CCOC(=O)C1CCN(C(=O)c2cc(S(=O)(=O)N3CCc4ccccc43)ccc2OC)CC1	-6	3	0	5	-3	5	1	3	6
O=C(c1ccc2c(=O)n(Cc3ccc(Cl)cc3)c(=S)[nH]c2c1)N1CCOCC1	10	1	1	2	13	-6	11	11	-2
O=C(Cn1c(=O)oc2ccccc21)Nc1nc(-c2ccccc2)cs1	3	-1	-1	-6	2	7	-1	1	-5
CN(CC(=O)Nc1ccc(N2CCOCC2)cc1)CC(=O)Nc1ccc(C(F)(F)F)cc1	-2	1	7	10	0	27	5	-6	0
O=c1[nH]c(CSc2ccccc2)nc2c1oc1ccccc12	-2	4	-5	0	-12	-7	13	-7	-5
Cc1oc(-c2cccc(Cl)c2)nc1CS(=O)(=O)CC(=O)NCCN1CCCC1	-5	0	-4	1	-2	12	3	7	-4
CCOC(=O)c1c(C)oc2c1c(C(c1cccnc1)N1CCCCC1)c(O)c1ccccc12 (centres undefined)	2	1	-1	8	13	9	0	4	2
C/C(=N\NC(=O)c1ccccc1)c1nc2ccccc2n1C	-1	-4	-1	2	0	-22	2	9	4
CN(CC(=O)Nc1ccc(Cl)cc1)CC(=O)Nc1ccc(C(N)=O)cc1	-4	2	-4	0	-5	-13	8	4	4
CC(C)c1ccc(CNNC(=O)c2ccccc2)cc1	-1	-3	2	6	-2	4	6	8	1
Cn1c(=O)[nH]c(=O)c2c1nc(Br)n2CC(O)COc1ccc(Cl)cc1 (centres undefined)	2	-3	0	2	2	-8	1	1	0
Cc1cc(C)n(CCN(C)C(=O)CCc2nnc(-c3ccc4c(c3)OCO4)o2)n1	8	-3	-1	5	-5	-7	5	4	-1
O=C(CN1C(=O)C(c2ccccc2)Oc2cccnc21)NCc1ccccc1F (centres undefined)	-4	0	-6	3	6	-6	5	0	0
Cc1cccc(C)c1NC(=O)CN1CCN(C(=O)CNC(=O)c2ccc(N3CCCC3=O)cc2)CC1	1	1	-2	-2	/	-4	6	14	-4
CCOC(=O)CCCNC(=O)COC(=O)c1cccc(C)c1O	1	-2	4	3	2	10	4	-1	1
Cc1ccc(NC(=O)NC2CCCCC2)cc1S(=O)(=O)N1CCOCC1	9	2	1	5	2	10	3	5	3
COc1ccc(N2CCN(C(=O)CN3CCN(C(c4ccccc4)c4ccccc4)CC3)CC2)cc1	7	-5	1	4	2	3	3	5	3
Cc1ccccc1CSc1nc2ccccc2c(=O)n1C	-2	0	-4	5	/	7	0	5	-4
O=C(C1=C[C@@H](C2CC2)C[C@@H](OCc2ccc(CO)cc2)O1)N1CCOCC1	-5	-10	0	1	-2	4	0	0	5
CCC(=O)NC(=S)Nc1ccccc1F	3	-2	1	4	-3	2	1	14	-3
CCC1(C)NC(C(=O)O)Cc2c1[nH]c1ccccc21 (centres undefined)	3	-3	3	-2	-1	8	5	4	6
C#Cc1cccc(C(=O)N2CCCC(CCC(=O)NCc3ccccc3F)C2)c1 (centres undefined)	3	5	3	4	8	14	6	0	9
COc1ccc(OC(=O)c2cccc([N+](=O)[O-])c2)c(C(=O)/C=C/c2cccs2)c1	-3	8	-4	-2	-1	-3	0	-4	-4
COCCNc1nc(-c2cc(C)n(CCc3ccc(OC)cc3)c2C)cs1	7	-14	4	16	8	29	0	3	7
O=C(NCCc1ccccc1)c1ccc(-c2ccc(F)cc2)o1	-3	-1	-3	1	-2	-10	3	4	2

New compounds follow:
SMILES	LYPLA2 inh	PAD4 inh	LYPLA1 counter	pPAFAH inh	GSTO1 inh	PREPL inhibitor	PAFAH1B2 inh	PAFAH1B3 inh	PME-1 inh
O=C(Nc1ccc2c(c1)N(Cc1ccccc1)C(=O)c1ccccc1S2)NC1CC1	-21	-7	-20	2	-26	-18	0	-6	-23
O=C(CSc1nncn1-c1ccccc1F)NC1CC1	/	-1	/	4	/	14	-2	4	/
O=C(OCCN1CCOCC1)c1ccccc1Cl	-7	-2	2	1	-9	-3	-3	9	3
CCn1c(Cc2cccs2)nnc1SCC(=O)NC(C)(C)C	4	-2	1	2	-5	6	8	4	3
CC(C)C(c1nnnn1C(C)(C)C)N1CCOCC1 (centres undefined)	3	-2	-2	-1	-2	-5	4	-7	-9
CN(C(=O)COC(=O)c1ccc2c(=O)n3c(nc2c1)CCC3)C1CCS(=O)(=O)C1 (centres undefined)	9	-3	-1	8	9	-4	5	5	3
COc1ccccc1N1CCN(C(=O)C(=O)N/N=C/c2cccc(O)c2)CC1	4	4	-1	5	2	4	0	7	5
CN1CN(C)c2ccc([N+](=O)[O-])c3cccc1c23	1	9	3	8	14	30	-3	1	8
Cc1ccc(C(=O)N/N=C/c2cccc(OC(=O)/C=C/c3ccco3)c2)cn1	0	3	-4	5	4	9	/	/	-7
C/C(N)=C(/C#N)C(=O)CSc1cc(C)c2cc(C)cc(C)c2n1	-7	2	-7	1	13	2	-2	-3	-3
O=C(Nc1ccccc1)C1=C[C@H](C2CCCCC2)C[C@H](OCc2ccc(CO)cc2)O1	-16	-2	-11	3	3	-6	6	-6	-9
O=C(Cn1ncc2c3ccccc3n(Cc3ccc(F)cc3)c2c1=O)N1CCN(c2ncccn2)CC1	5	-2	-6	15	1	3	3	-1	-5
O=C(CSc1nccn(-c2ccc3c(c2)OCCO3)c1=O)Nc1ccccc1	4	-3	2	1	3	-1	3	4	7
CCOc1ccc(NS(=O)(=O)c2ccc3[nH]c(=O)[nH]c3c2)cc1	5	-3	0	20	0	0	2	4	1

This is a subset (hit frequency here may not be typical).
